N-glyco inh = increase of ERlucT glycosylation luciferase signal, primary screen, N-linked glycosylation inhibitor project, D54 ERlucT cells, luminescence, set 2. D54 ERlucT glycosylation luciferase reporter, 24 h; percent of 100 nM tunicamycin response. reporter increase, % at 12.5 µM. hit rate 0.23% among 360,000. AID 588692, 2011;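 active = mean luciferase reporter signal, scaled so untreated is 0 and the glycosylation-blocking control 100, at or above a set limit in every replicate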;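 note: luciferase carries N-glycosylation sites so blocking glycosylation raises the light; 0% = median of neutral control wells and 100% = median of 100 nM tunicamycin wells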
MC4R antag cAMP = MC4R antagonists of cAMP signaling, primary screen, cell-based, TR-FRET, antagonist arm of biased-ligand search; MC4R-expressing cells, MTII-stimulated cAMP, LANCE TR-FRET; Melanocortin receptor 4 (Homo sapiens), P32245; hit rate 0.48% among 360,000; inhibition, % at 6.5 µM;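 active = inhibition above its plate's cutoff, the mean of tested wells on that plate plus 3 SD, cut at about 29% in these data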;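 note: 0% = Melanotan II alone and 100% = Melanotan II plus saturating MCL0020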
Target sequence (P32245 whole entry, looked up): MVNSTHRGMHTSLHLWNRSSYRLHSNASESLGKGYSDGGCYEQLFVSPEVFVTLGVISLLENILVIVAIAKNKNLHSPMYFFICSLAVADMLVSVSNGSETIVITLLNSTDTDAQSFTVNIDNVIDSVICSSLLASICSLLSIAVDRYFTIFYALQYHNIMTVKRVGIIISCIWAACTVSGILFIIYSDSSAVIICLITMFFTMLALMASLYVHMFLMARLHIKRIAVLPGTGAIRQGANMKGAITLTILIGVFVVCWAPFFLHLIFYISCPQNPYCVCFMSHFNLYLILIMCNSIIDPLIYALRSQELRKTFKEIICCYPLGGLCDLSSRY
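System: U2OS-MC4R stable cell line; Technique: Eu-cAMP/anti-cAMP TR-FRET, emission 671 nm; Repeats: single well per compound; Also added: Melanotan II; Dosing: one concentration, 6.5 µM nominal; Schedule: 30-min compound, 1-h challenge, 1-h detection, room temperature.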
Cardio protect = cardioprotection against H2O2-induced cell death, primary screen, uHTS, H9c2 cells, ATPLite luminescence | protection from H2O2 cell death, % at 20 µM | hit rate 0.63% among 360,000 | H9c2 cardiomyocytes, H2O2 injury protection, 2 h;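 active = compounds giving at least 50% protection of heart cells from peroxide-induced death in the single-dose screen, raw or plate-pattern-corrected value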;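 note: 0% = DMSO wells with peroxide and 100% = DMSO wells without peroxide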
Exocytosis inh = LAMP-1 surface exposure blockers, TALL-104 cells – cell-based, flow cytometry, MLPCN library, primary screen | TALL-104 LAMP-1 surface exposure; cells stimulated with thapsigargin and PMA | hit rate 0.66% among 360,000 | inhibition, % at 10 µM | AID 651702, 2012;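 active = inhibition above about 55%, limit read from the data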
ABCB6 inh 2 = ABCB6 transporter inhibitors, primary screen, K562-ABCB6 cells, flow cytometry, MLPCN library. ATP-binding cassette sub-family B member 6 (Homo sapiens), Q9NP58. hit rate 0.19% among 360,000. fluorescence ratio to DMSO, % at 10 µM. AID 602162, 2011. K562-ABCB6 porphyrin accumulation, 1 h; active compounds read low;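 active = fluorescence ratio to DMSO below 75%, the collection mean minus 3 SD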;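 note: signal is porphyrin accumulated inside mitochondria; 100% equals median channel fluorescence of DMSO control wells; lower ratio means ABCB6 inhibition with less porphyrin fluorescence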
MC4R ag barr = MC4R agonists recruiting beta-arrestin, primary screen, cell-based, luminescence, agonist arm of biased-ligand search; Melanocortin receptor 4 (Homo sapiens), P32245; U2OS MC4R beta-arrestin complementation; percent of melanotan II response, DMSO zero; activation, % at 8.9 µM; hit rate 0.98% among 360,000; AID 540308, 2011;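 active = activation above a per-plate cutoff, the mean activation of sample wells on that plate plus 3 SD, cut at about 8% in these data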
aDG glyco act = activators of alpha-DG glycosylation, primary screen, uHTS, Pro5-aDG cells, AlphaScreen; alpha-DG glycosylation AlphaScreen (IIH6); 0% Pro5, 100% B10-LARGE cell signal; activation, % at 10 µM; hit rate 0.22% among 360,000;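 active = activation of at least 8% versus controls, or a plate z-score of at least 8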;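 note: Pro5 are CHO cells carrying HIG-tagged alpha-DG that lacks glycosylation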
HTR2A ag = mouse Htr2a agonists via beta-arrestin recruitment, primary screen, cell-based, luminescence | 5-hydroxytryptamine receptor 2A (Mus musculus), P35363 | CHO-K1 mHTR2A beta-arrestin complementation; percent of 30 µM serotonin response | activation, % at 7.6 µM | hit rate 0.66% among 360,000 | AID 624169, 2012;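 active = activation above a run cutoff, the mean activation of all tested compounds plus 3 SD, cut at about 14% in these data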;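 note: 0% = plate median of compound wells and 100% = 30 µM serotonin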
Target sequence (P35363 whole entry, looked up): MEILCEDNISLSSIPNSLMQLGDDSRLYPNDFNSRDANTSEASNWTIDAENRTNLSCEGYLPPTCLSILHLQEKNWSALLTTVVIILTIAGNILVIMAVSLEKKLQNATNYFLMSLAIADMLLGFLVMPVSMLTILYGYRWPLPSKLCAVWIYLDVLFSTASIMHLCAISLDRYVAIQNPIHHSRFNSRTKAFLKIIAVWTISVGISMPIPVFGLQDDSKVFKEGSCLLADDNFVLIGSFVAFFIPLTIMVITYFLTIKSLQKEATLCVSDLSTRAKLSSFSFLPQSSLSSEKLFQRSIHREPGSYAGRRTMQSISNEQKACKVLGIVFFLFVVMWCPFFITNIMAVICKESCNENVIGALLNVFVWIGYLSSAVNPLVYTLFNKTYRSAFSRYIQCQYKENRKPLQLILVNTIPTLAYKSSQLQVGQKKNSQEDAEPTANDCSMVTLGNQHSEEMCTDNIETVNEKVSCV
iPSC survival up = enhancers of single-cell hiPSC survival, primary screen, ATPlite luminescence | 100% = ROCK inhibitor wells, 0% = DMSO | survival enhancement, % at 20 µM | hit rate 0.044% among 360,000 | AID 602274, 2012; in the data active = survival enhancement above about 18%;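 note: cells exposed to compounds for 16 hours before the ATP read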
ABHD5 PLIN5 PPI = ABHD5-PLIN5 interaction inhibitors, primary screen, cell lysate, split luciferase complementation, luminescence; Perilipin-5 (Homo sapiens) + 1-acylglycerol-3-phosphate O-acyltransferase ABHD5 (Homo …; Split G. princeps luciferase complementation, 4 h; inhibition, % at 4 µM; hit rate 0.78% among 360,000; AID 602281, 2012;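 active = inhibition above the mean inhibition across every tested compound plus 3 SD, cut at about 22% in these data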;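 note: 0% = DMSO only wells and the 100% control is not disclosed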
An asterisk follows results filed as active; x = no result given.

SMILES	N-glyco inh	MC4R antag cAMP	Cardio protect	Exocytosis inh	ABCB6 inh 2	MC4R ag barr	aDG glyco act	HTR2A ag	iPSC survival up	ABHD5 PLIN5 PPI
Cc1cnc(NS(=O)(=O)c2ccccc2)c(C)n1	0	8	4	-5	93	0.9	-0.1	0	0.0	-1
O=C(c1[nH]c(C(F)(F)F)nc1-c1ccccc1)N1CCN(c2ncc(C(F)(F)F)cc2Cl)CC1	-1	x	-8	0	101	x	0.2	11	3.0	0
CCOc1ccc(NC(=O)CCC(=O)N2CCSc3ccccc32)cc1	0	5	33	1	100	-2.1	0.3	-5	0.5	-9
Cc1cccc(C)c1NC(=S)N1CCOCC1	0	10	0	-4	103	1.8	0.0	3	-0.3	3
COc1cc(Cl)c(C)cc1NC(=O)COC(=O)C1CC1C (stereo not drawn)	0	-4	3	3	92	3.0	0.2	5	3.1	-3
N#C/C(C(=O)Oc1ccccc1)=C1\C=Cc2ccccc2N1	0	22	0	2	89	3.4	0.4	8	-3.8	3
Cc1cccc2c1-c1sc(C(=O)NCCCN3CCCC(C)C3)cc1CO2 (stereo not drawn)	4	8	4	85*	97	2.2	1.2	-15	-0.7	14
O=C1CSC(c2ccccc2[N+](=O)[O-])N1c1cccc(F)c1 (stereo not drawn)	2	21	-4	0	106	-0.5	0.0	0	1.4	2
O=C(CCN1CCCCC1)Nn1c(=S)[nH]c2ccccc2c1=O	2	4	5	0	99	-1.6	-0.1	-2	-2.2	-11
COc1ccccc1C(=O)NCCC(=O)N1CCCC(C(F)(F)F)C1 (stereo not drawn)	0	5	-3	1	97	-0.7	0.0	2	0.3	5
Cc1onc(-c2ccccc2Cl)c1C(=O)Nc1nnc(Cc2ccc(Cl)cc2)s1	2	9	4	0	99	-1.0	-0.1	-6	3.6	3
CC(NC(=O)C12CC3CC(CC(C3)C1)C2)C(=O)NN=Cc1ccc([N+](=O)[O-])o1 (stereo not drawn)	20	-5	2	-2	99	-2.0	3.3	1	-3.1	-6
CCn1c(SCC(=O)N2CCCC(C)C2)nc2c1c(=O)n(C)c(=O)n2C (stereo not drawn)	0	6	5	-5	97	-0.5	0.2	9	-0.3	8
Cc1ccc(N2CCN(C(=O)C3CCN(S(=O)(=O)c4cccc5nsnc45)CC3)CC2C)cc1 (stereo not drawn)	-5	9	0	3	96	-0.8	0.2	-2	-0.5	-4
COC(=O)Cc1ccc2c3ccccc3n(C)c2c1	-1	-5	-7	-5	93	-0.3	-0.2	-3	-1.4	-8
Cc1ccsc1C(=O)OCC(=O)Nc1ccc(Cl)cn1	0	-4	1	-4	92	-1.5	-0.1	-5	-0.1	-4
CS(=O)(=O)Nc1ccc(S(=O)(=O)N2CCCCCC2)cc1	-2	6	-1	-8	100	-0.9	-0.2	-6	2.3	-2
COc1ccc(C(=O)c2c[nH]c(C(=O)NCc3ccco3)c2)cc1	-2	-4	5	-1	96	-2.2	0.1	1	-1.2	-1
O=C(COc1ccc(Br)cc1Cl)NNC(=O)c1ccccc1	1	12	0	-3	100	-2.1	0.8	-4	1.0	-2
CCC(=O)Oc1ccc(NC(=O)c2ccc(S(=O)(=O)N3CCCC3)cc2)cc1	-1	8	-4	-1	96	1.4	0.4	-3	0.7	7
C/C(=N\OC(=O)c1ccc(OC(C)C)cc1)c1ccc(C)c(C)c1	2	0	-19	-2	88	-0.2	0.1	-1	3.4	0
CCSc1nnc(NC(=O)c2nc(-c3ccccc3)n(-c3ccccc3)n2)s1	0	6	8	3	86	-0.9	0.3	5	5.8	-3
O=C(NCC1CCCO1)c1ccc2c(c1)C(=O)N(C1CCCCC1)C2=O (stereo not drawn)	-1	-1	20	-1	103	-0.3	-0.5	-2	-0.6	-1
COC(=O)[C@]12CCCCC=C1N(Cc1ccc(Cl)cc1Cl)C(=O)[C@H](CC(=O)NCc1ccc(C)o1)C2	x	x	x	-1	100	x	0.3	0	0.0	2
Cc1c(C(=O)N2CCCCCC2)c(S(=O)(=O)NCc2ccccc2Cl)c(C)n1C	-1	-2	-2	-2	94	0.9	-0.1	-4	-0.5	1
CN(C)c1ccc(-c2ccnc3c2CC(C)(C(=O)NCC2CC2)O3)cc1 (stereo not drawn)	0	10	4	-6	99	-1.5	0.6	-6	-4.3	-3
CCC(=O)N1CCC1(C)C(=O)Nc1nccs1 (stereo not drawn)	2	3	5	-4	99	-1.3	0.0	5	2.5	4
CC(=O)Oc1ccc(OC(C)=O)c(S(=O)(=O)c2ccc(C)c(C)c2)c1	-1	-1	22	15	98	-3.1	-0.1	0	-0.5	-2
CC(=O)Nc1ccc(C=C(C#N)c2ccc(C)cc2)cc1	-3	3	-9	-1	97	2.2	-0.4	4	-0.6	5
CN1CCN(S(=O)(=O)c2cccc(C(=O)NCCOc3ccccc3F)c2)CC1	1	5	-3	-3	100	-2.0	0.0	1	0.3	2
COC(=O)c1c(-c2ccc(OC)cc2)sc2cc3c(cc12)OCO3	-1	-5	-7	-1	98	0.1	0.2	-3	6.9	-9
Cc1ccc(NC(=O)C2C3C=CC4(O3)C2C(=O)N(CCCN2CCOCC2)C4C(=O)NC2CCCCC2)cc1Cl (stereo not drawn)	1	5	0	0	94	-1.3	0.0	2	1.0	1
CC(C)(C)OC(=O)n1cc(CCO)c2ccccc21	1	-5	-4	-6	79	1.3	0.1	4	-2.6	2
CC(C)(C)OC(=O)N(CCc1ccccc1)Cc1ccccc1OCc1cccc(NC(=O)/C=C/c2ccccc2)c1	-6	6	-5	-3	96	1.5	-0.4	1	-1.5	7
CCc1ccc(Nc2n[n+](-c3ccccc3)c(-c3ccc(C(=O)O)cc3)s2)cc1	-4	1	0	-4	103	-1.6	0.3	1	4.2	0
CC(C)CNC(=O)CN1C(=O)NC2(CCc3ccccc32)C1=O (stereo not drawn)	0	7	2	-8	95	-3.0	-0.1	-3	0.1	-5
O=C(O)CC/C(=C\c1ccc(Cl)c([N+](=O)[O-])c1)c1nc2ccccc2s1	3	5	-2	0	72*	-2.4	-0.2	2	-0.4	-7
Cc1cccc(C2CC3(CC(C)(C)NC(=S)N3)Oc3cc(O)ccc32)c1 (stereo not drawn)	-2	-5	-7	-1	94	-0.1	0.0	1	-1.0	0
CC(=O)Nc1nc2ccccc2n1Cc1ccc(C)cc1	3	-10	17	0	90	4.0	0.2	-3	0.1	8
CC(OC(=O)C1CCN(S(=O)(=O)c2ccccc2)CC1)C(=O)Nc1ncc(Cl)cc1Cl (stereo not drawn)	2	1	-2	1	93	-0.9	0.2	6	0.7	-3
O=C(NCCc1ccccc1)c1cccc(S(=O)(=O)N2CCCCC2)c1	-2	9	-1	-14	99	-1.7	-0.2	2	-0.3	7
Cc1ccc(NC(=O)CCc2ccc(S(=O)(=O)N3CCOCC3)cc2)c(O)c1	-2	15	2	-2	98	-0.7	-0.3	1	-1.2	-6
Cn1c(=O)c2[nH]c(SCC(=O)c3ccc(F)cc3)nc2n(C)c1=O	1	2	5	-2	100	0.2	0.1	-1	-0.4	-7
COc1ccc(CN2CCOCCOCCN(Cc3ccc(OC)cc3)CCOCCOCC2)cc1	-3	-3	2	28	95	-1.3	-0.2	1	-0.2	-20
CC(C)(C)NCc1cccn1-c1sc2c(c1C#N)CCCC2	3	0	-2	-2	98	1.1	-0.1	-2	-2.1	5

An excerpt of these results, as a markdown table:
| smiles | N-glyco inh | MC4R antag cAMP | Cardio protect | Exocytosis inh | ABCB6 inh 2 | MC4R ag barr | aDG glyco act | HTR2A ag | iPSC survival up | ABHD5 PLIN5 PPI |
| --- | --- | --- | --- | --- | --- | --- | --- | --- | --- | --- |
| Cc1cccc(C2CC3(CC(C)(C)NC(=S)N3)Oc3cc(O)ccc32)c1 (stereo not drawn) | -2 | -5 | -7 | -1 | 94 | -0.1 | 0.0 | 1 | -1.0 | 0 |
| COC(=O)[C@]12CCCCC=C1N(Cc1ccc(Cl)cc1Cl)C(=O)[C@H](CC(=O)NCc1ccc(C)o1)C2 | x | x | x | -1 | 100 | x | 0.3 | 0 | 0.0 | 2 |
| O=C(NCCc1ccccc1)c1cccc(S(=O)(=O)N2CCCCC2)c1 | -2 | 9 | -1 | -14 | 99 | -1.7 | -0.2 | 2 | -0.3 | 7 |
| CCC(=O)Oc1ccc(NC(=O)c2ccc(S(=O)(=O)N3CCCC3)cc2)cc1 | -1 | 8 | -4 | -1 | 96 | 1.4 | 0.4 | -3 | 0.7 | 7 |
| COc1ccccc1C(=O)NCCC(=O)N1CCCC(C(F)(F)F)C1 (stereo not drawn) | 0 | 5 | -3 | 1 | 97 | -0.7 | 0.0 | 2 | 0.3 | 5 |
| O=C(CCN1CCCCC1)Nn1c(=S)[nH]c2ccccc2c1=O | 2 | 4 | 5 | 0 | 99 | -1.6 | -0.1 | -2 | -2.2 | -11 |

Next compounds.
SMILES	N-glyco inh	MC4R antag cAMP	Cardio protect	Exocytosis inh	ABCB6 inh 2	MC4R ag barr	aDG glyco act	HTR2A ag	iPSC survival up	ABHD5 PLIN5 PPI
N#Cc1cccc(NC(=O)CSc2ccccc2)c1	1	-3	-2	-1	102	1.7	0.0	3	4.5	4
COc1ccc(NC(=O)COC(=O)CCSc2ccccc2)cc1	0	3	0	-13	96	0.1	0.1	1	1.3	8
O=C(N/N=C/c1ccc([N+](=O)[O-])o1)c1ccccc1NS(=O)(=O)c1cccs1	2	-3	-12	3	107	0.1	0.2	0	1.0	0
CC(=O)CSc1ccc(-c2nc3cc(C)c(C)cc3[nH]2)cn1	-19	7	-32	3	92	-4.4	-0.2	6	-4.4	-1
Cc1cccc(-c2noc(-c3csc([C@@H]4C[C@H](O)[C@@H](CO)O4)n3)n2)c1	-10	1	-6	-3	99	-1.7	-0.3	4	-2.1	3
O=C(CC1SC(=O)NC1=O)Nc1ccc(Cl)cc1 (stereo not drawn)	0	10	3	4	99	-1.9	0.3	7	-2.4	-9
CCNc1nc(Cl)nc(NCCOc2ccc(C)cc2)n1	0	-7	-1	-5	103	4.4	0.2	-1	-0.6	2
Cc1ccsc1C(=O)Nc1cccc(S(=O)(=O)N(C)C)c1	4	-6	-2	-3	99	-1.6	-0.2	2	2.1	3
O=c1c(Cl)c(NCc2ccccc2Cl)cnn1C12CC3CC(CC(C3)C1)C2	-1	1	-7	-5	88	3.4	0.5	3	0.4	4
